# Compound activity: PubChem BioAssay, several laboratories
# DNA FID counter: fluorescent intercalator displacement, NS3 helicase counter-screen; DNA fluorescent intercalator displacement, fluorescence; inhibition, % at 7.9 µM; 0.17% of 290,000 active; AID 1845; in the data active = inhibition above about 37%;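 also: 0% = vehicle and 100% = reference compound; higher means more ethidium bromide displaced from hairpin DNA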
# MEKK3 PB1 HTS: modulators (inhibitors or enhancers) of MEK5 binding to human MEKK3 PB1 domain; bead-based flow cytometry, Alexa488-MEK5 binding to MEKK3; actives lie on both sides; 0 = blocked by unlabeled MEK5, 100 = vehicle; binding response (% of control), % at 10 µM; 1.4% of 290,000 active; AID 1529;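 active = binding response more than 3 SD above or below the average of its plate-row segment, actives on both sides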;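 also: Alexa488 bead fluorescence after subtracting the streptavidin-only scavenger bead signal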
# MEKK2 WT-MEK5: raises or lowers MEK5 binding to wildtype human MEKK2 PB1 domain | Q9Y2U5 | bead flow cytometry, Alexa488-MEK5 binding to MEKK2 WT; actives lie on both sides | binding response (% of control), % at 10 µM | 1.1% of 290,000 active | AID 1531; in the data active = binding response below about 67% or above about 130%
# CRFBP-R2 agonist: agonists of human CRF-binding protein/CRF-R2 receptor complex; HEK293 CRF-R2/CRF-BP, calcium dye fluorescence (FLIPR); percent of saturating CRF peptide response; activation, % at 13.2 µM; AID 588473; 0.46% of 350,000 active;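 active = activation of at least 50%, plus an integration ratio under a set limit after plate pattern correction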;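 also: plate controls were neutral control wells without compound for no effect and CRF at EC100 for full effect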
# GalR3 antagonist: human GalR3 antagonism. HEK293 GalR3-CNG cAMP membrane potential fluorescence; galR3 body fused to GalR1 C-terminus. inhibition, % at 3 µM. 0.44% of 360,000 active. AID 651719;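 active = inhibition above the screen-wide average plus 3 SD, cut at about 13% in these data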;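 also: forskolin and galanin both at EC90 stimulate the cells; cAMP rise reported by CNG channel membrane potential dye signal; 0% = forskolin plus galanin with DMSO and 100% = forskolin alone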
# Target sequence (O60755 1-299 limits assumed): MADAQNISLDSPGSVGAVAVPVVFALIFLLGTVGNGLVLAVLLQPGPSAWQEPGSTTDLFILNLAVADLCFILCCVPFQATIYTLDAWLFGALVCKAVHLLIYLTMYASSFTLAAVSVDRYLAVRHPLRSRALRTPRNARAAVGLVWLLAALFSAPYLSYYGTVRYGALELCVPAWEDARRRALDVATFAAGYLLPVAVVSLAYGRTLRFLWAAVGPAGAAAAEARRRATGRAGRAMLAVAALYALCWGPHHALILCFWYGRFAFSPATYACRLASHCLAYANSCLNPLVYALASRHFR
# CRFBP-R2 block: antagonists of CRF-binding protein/CRF-R2 receptor complex; HEK293 CRF-R2/CRF-BP, CRF-induced calcium fluorescence; inhibition, % at 11.8 µM; 0.59% of 350,000 active;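 active = inhibition of the ligand-induced calcium signal above about 50% at the single tested concentration, limit read from the data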
# NS3 helicase inh: blocks Hepatitis C virus NS3 helicase unwinding; NS3 helicase DNA unwinding, Cy5 molecular beacon fluorescence; inhibition, % at 10.9 µM; 0.56% of 290,000 active; AID 1800;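 active = inhibition above the mean of all tested compounds plus 3 SD, set per campaign, cut at about 35% in these data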;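 also: 0% = DMSO wells and 100% = thioflavine S control wells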
#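 Assay system: hepatitis C virus NS3 helicase domain fragment enzyme. Also added: annealed dual-labelled DNA beacon duplex, ATP-started. Timing: 1 h reaction at 25 °C, ATP-initiated. Technique: Cy5 fluorescence at 0 and 60 min, beacon hairpin quenching. Evaluation: % inhibition of unwinding. Replication: one well per compound.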
# MEKK2 mut-MEK5: signal of MEK5 binding to mutant human MEKK2 PB1 domain; bead flow cytometry, Alexa488-MEK5 binding to MEKK2 mutant; percent response, % at 10 µM; 0.35% of 290,000 active; in the data active = percent response above about 24%, passing the limit was not always enough; also: inactives centre near 1; some results filed as inactive read as strong as hits; reference of the scale not given here
# UBC9 SUMO inh: inhibitors of human SUMOylation (UBC9); P63279; HTRF SUMOylation assay, SAE1/SAE2 + UBC9, in vitro; inhibition, % at 35 µM; 0.36% of 290,000 active; AID 2006; in the data active = inhibition above about 50%, passing the limit was not always enough; also: strong numbers were not always called active
# Target sequence (P63279 whole entry, looked up): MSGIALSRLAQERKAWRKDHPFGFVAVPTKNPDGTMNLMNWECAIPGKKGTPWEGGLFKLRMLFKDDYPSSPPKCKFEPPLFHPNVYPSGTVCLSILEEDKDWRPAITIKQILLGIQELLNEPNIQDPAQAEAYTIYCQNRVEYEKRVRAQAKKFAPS
# Numbers without * were called inactive; nt = no result given. The list is partial. The share of hits here may be higher or lower than overall.
SMILES,DNA FID counter,MEKK3 PB1 HTS,MEKK2 WT-MEK5,CRFBP-R2 agonist,GalR3 antagonist,CRFBP-R2 block,NS3 helicase inh,MEKK2 mut-MEK5,UBC9 SUMO inh
COc1ccc(CNC(=O)CCN2C(=S)NC(C)(C)CC2C)cc1 (centres undefined),-6,99,97,-0.6,5,2,2,-1,9
O=C(C[n+]1cccc(Br)c1)c1ccccc1,1,105,107,1.1,-6,-9,8,5,-16
CCOC(=O)C1CCCN(C(=O)Cc2c(F)cccc2Cl)C1 (centres undefined),-9,100,103,-1.3,-7,3,-3,3,4
CCOCCCn1cnc2c([nH]c3cc(OC)ccc32)c1=O,1,98,100,-3.0,-5,4,-1,3,0
O=C(/C(Cl)=C/Nc1ccc(Br)cn1)C(F)(F)F,-2,105,103,10.0,-6,-8,-8,-2,17
COc1cccc(C2Nc3ccccc3NC3=C2C(=O)CC(C)(C)C3)c1 (centres undefined),-9,101,106,-1.3,-4,2,2,9,-3
COc1ccccc1/C=C1\SC(=O)N(CCC(=O)NNC(=O)c2ccccc2Cl)C1=O,2,101,103,-1.6,-3,-21,4,3,-18
NC(=O)Cn1c(S(=O)(=O)Cc2ccccc2)nc2ccccc21,-8,102,101,-2.4,-4,8,-1,2,nt
C1CCc2nc3c(nc2C1)CCCC3,-3,98,101,1.9,-6,4,-8,3,7
CCOC(=O)C(=O)Nc1ccccc1C(=O)NCc1ccccc1,-11,101,98,-0.7,-9,5,5,-1,17
CC(=O)Nc1ccc2sc(NC(=O)CN3CCOCC3)nc2c1,-8,107,110,-1.1,-1,22,7,1,2
CC(CCc1ccccc1)NS(=O)(=O)c1ccccc1Cl (centres undefined),-23,97,96,-0.9,-4,0,25,7,-2

# The final two entries of the section before lead into the next.
SMILES,DNA FID counter,MEKK3 PB1 HTS,MEKK2 WT-MEK5,CRFBP-R2 agonist,GalR3 antagonist,CRFBP-R2 block,NS3 helicase inh,MEKK2 mut-MEK5,UBC9 SUMO inh
CC(=O)Nc1ccc2sc(NC(=O)CN3CCOCC3)nc2c1,-8,107,110,-1.1,-1,22,7,1,2
CC(CCc1ccccc1)NS(=O)(=O)c1ccccc1Cl (centres undefined),-23,97,96,-0.9,-4,0,25,7,-2
O=C(c1ccccc1)N1CCC(c2nc3c(nnn3Cc3ccccc3Cl)c(=O)[nH]2)CC1,-18,102,103,1.3,-4,-11,0,4,-6
Cc1ccc(OCCOc2cccc3ccc(C)nc23)c([N+](=O)[O-])c1,1,90,97,-2.4,-4,-4,-25,-2,6
COc1ccc(OC)c(CCNC(=O)C(C)n2nc(C)c3c(C)n(-c4ccccc4)nc3c2=O)c1 (centres undefined),-40,105,106,-1.1,-3,-9,21,6,12
Cc1cccc(NC(=O)NCC2CC2)c1,-4,96,99,-3.3,-13,16,-3,-2,-14
ONC(=Nc1ccc(Cl)cc1)c1ccccc1Cl,-5,101,98,0.6,-4,-8,-4,1,-3
COc1ccc(N2CCN(C(=O)c3cc([N+](=O)[O-])ccc3N3CCN(CCO)CC3)CC2)cc1,13,101,105,2.1,-3,-1,1,-1,27
Cc1ccccc1CN1CCC(n2nccc2NC(=O)c2ccc3c(c2)OCO3)CC1,6,102,106,-1.0,-3,8,-2,12,4
O=C(Nn1c(C2CC2)nc2ccccc2c1=O)c1ccco1,-3,106,104,2.3,-6,5,3,4,11
Cc1ccc(NCCC(=O)c2cccc([N+](=O)[O-])c2)c(C)c1,4,103,100,-1.7,1,2,1,9,-9
CC(Oc1cc2oc(=O)c3c(c2cc1Cl)CCC3)C(=O)NCC1CCC(C(=O)O)CC1 (centres undefined),-48,102,102,1.4,0,-30,6,0,-3
COCCCNC(=O)C1CCC(CNS(=O)(=O)c2ccc3c(c2)N(C(C)=O)CCO3)CC1 (centres undefined),-27,97,94,-0.2,-8,-7,21,-7,4
CONc1nc2nonc2nc1NOC,0,102,105,0.3,1,-8,-11,1,-8
N#CC1=C2N=C(N)c3ccccc3N2C2=C(C(=O)CCC2)C1c1ccccc1F (centres undefined),-5,103,98,14,-15,-13,-6,1,35
COc1cc2c(cc1OC)-c1cc(Nc3cccc(F)c3)nc(=O)n1CC2,-27,101,103,-2.7,5,9,3,0,10
COc1ccc(/C=C(\NC(=O)c2ccc(C)cc2)C(=O)N2CCCCC2)cc1,-32,105,101,-2.2,-11,-21,-1,1,12
COc1ccc(Cn2c(O)c(/C=N/NC(=O)c3cccnc3)c3ccccc3c2=O)cc1,-26,102,96,42,-6,-69,8,-3,10
CC1CCCC(C)N1C(=O)COc1ccc(C(=O)N/N=C/c2ccc(C(=O)O)cc2)cc1 (centres undefined),-37,100,99,-2.5,-3,13,4,-1,11
COc1ccc(C(=O)O/N=C(\N)Cc2cccs2)cc1OC,-10,102,106,-0.2,-4,1,3,9,5
COc1cccc(CC(=O)Nc2nc3ccccc3[nH]2)c1,-3,96,nt,1.9,4,-4,3,112*,0
CCN(CCS(=O)(=O)c1ccc(Cl)cc1)C(=O)Nc1ccc(Cl)cc1,-14,78,76,0.1,-3,-4,-4,-9,8
O=C1N=C(N2CCCCC2)S/C1=C/C1=Cc2ccccc2OC1,-16,102,96,0.3,9,-4,3,-3,4
Cc1c(NC(=O)c2ccc(N3C(=O)C4C5C=CC(C5)C4C3=O)cc2)c(=O)n(-c2ccccc2)n1C (centres undefined),-11,101,96,1.9,-3,-4,-1,0,12
CCOC(=O)C1=C(C)N=C2SCCC(=O)N2[C@@H]1/C=C/c1ccccc1,-13,110,114,-1.7,-2,3,1,8,-9
Cn1c(=O)c2c(nc(NCc3ccccc3)n2CCCc2ccccc2)n(C)c1=O,-1,101,100,0.4,3,4,-7,1,-14
O=S(=O)(Nc1cccc(-c2cn3ccsc3n2)c1)c1ccc(F)cc1,-11,97,102,-2.6,-2,-15,-5,0,13
O=C(NN1C(=O)c2ccccc2C1=O)c1ccncc1,-3,104,102,-1.1,-6,-4,-5,2,7
CCOC(=O)C1Cc2cc3c(cc2C1=O)CC(C(=O)OCC)C3=O (centres undefined),-3,104,104,nt,nt,nt,18,4,11
Cc1cc2oc(C(=O)Nc3ccc(S(=O)(=O)N4CCCC(C)C4)cc3)cc(=O)c2cc1Cl (centres undefined),1,99,95,-1.1,0,-11,-2,0,14
Nc1cc(=O)nc(SCC(=O)NCc2ccccc2)n1CCc1ccccc1,-18,103,101,1.4,-1,18,1,0,21
O=c1oc2c3c4c(cc2c2c1CCC2)OCCN4CCC3,10,97,102,14,-4,-8,6,2,22
Cc1ccccc1C(=O)Nc1ccccn1,-6,100,102,-2.3,-6,-5,11,1,-3
O=C(Nc1ccccc1C(=O)N1CCOCC1)c1noc2c1CCCC2,-5,99,99,0.9,-6,-3,7,-4,0
COc1ccccc1-c1nnc(C2CCN(S(=O)(=O)c3ccccc3[N+](=O)[O-])CC2)o1,-54,98,97,1.3,1,2,-8,0,8
O=C(NCC1CCCO1)C(c1cccs1)N(C(=O)c1ccc(CN2CCOCC2)o1)c1ccc(Cl)cc1 (centres undefined),-36,108,112,1.3,2,-25,-12,3,-1
CCn1cc(C(=O)NCCC(=O)NCCO)c(=O)c2cc3c(cc21)OCO3,-2,99,100,0.9,-7,16,0,0,-2
CCn1cc(Cl)c(C(=O)Nc2nc3ccccc3n2CCN2CCCCC2)n1,-3,104,110,2.4,-2,5,1,7,4
O=C(NCc1ccccn1)c1ccc(CNS(=O)(=O)c2cccc(Cl)c2)cc1,-23,105,103,-2.1,-1,11,6,0,5
COc1ccc(C2c3cc(OC)c(OC)cc3CCN2S(C)(=O)=O)cc1OC (centres undefined),-27,99,99,5.8,-1,-24,9,0,11
Clc1cccc(OCCN2CCN(CCOc3cccc(Cl)c3)CC2)c1,14,103,114,0.5,-6,-2,-75,0,-31
O=C(NCc1ccccc1)C1CCCN(S(=O)(=O)c2cccc3nonc23)C1 (centres undefined),1,94,93,0.4,0,-3,-1,-2,13
CC(=O)OCCCNc1cc(Sc2nc3ccccc3s2)c2nonc2c1[N+](=O)[O-],1,92,91,9.7,nt,-21,0,-5,92*
c1ccc(-c2cc(N3CCCCC3)c3ccccc3n2)cc1,0,100,103,-0.3,3,-21,-2,8,13
COCCNC(=O)CSc1nccn1Cc1ccc2c(c1)OCO2,-6,106,107,0.5,2,1,2,2,-2
C[C@]12CC[C@@H]3c4ccc(O)cc4CC[C@H]3[C@@H]1CCC2=O,-13,85,103,0.3,nt,7,-5,3,11
COc1ccc(CCCc2nnc(SCc3nc4ccccc4c(=O)[nH]3)n2C)c(C)c1,-11,98,98,-1.8,2,6,-1,-2,-3
COc1ccc(CNC(=S)NCc2ccc(OC(C)C)cc2)cc1,-9,108,109,-1.3,-4,-1,-27,3,8
COc1ccc(NCN2C(=O)C3C4C=CC(C4)C3C2=O)cc1 (centres undefined),2,94,93,0.4,-3,4,8,-9,0
O=C(NC1CCCCC1)C(=S)N1CCOCC1,-4,66,79,-1.3,3,6,6,-7,10
O=C(NCc1ccco1)C1CC(c2cc(C(F)(F)F)cc(C(F)(F)F)c2)=NO1 (centres undefined),nt,97,97,-0.2,4,-1,nt,-2,-18
COc1ccc(OC)c(N=CC2=C(O)CC(C)(C)CC2=O)c1,-18,97,93,-1.2,-7,18,1,-6,9
CN1/C(=C\C(=O)c2cncc(Br)c2)C(C)(C)c2ccccc21,-8,98,97,6.5,-5,-63,21,-3,1
COc1ccccc1-c1nnc(NC(=O)C(C)C)s1,-11,99,99,-0.4,-4,1,0,10,6
Cc1ccc(NS(=O)(=O)c2ccc3c(c2)NC(=O)C(C)C(=O)N3)cc1C (centres undefined),-18,101,100,1.6,nt,9,-11,-1,6
CCCN(CCC)S(=O)(=O)c1ccc(C(=O)Nc2nnc(COC)o2)cc1,-25,71,79,0.4,0,-5,-1,-10,6
CCc1c(C)nc(SC(C(=O)O)c2ccccc2)c(C#N)c1C (centres undefined),-28,98,119,1.1,-13,0,7,8,-31
COc1ccc(Cl)cc1N1C(=O)C2CCCN2C1c1ccc(F)cc1 (centres undefined),1,88,89,-0.8,2,13,-1,-4,-3
O=C(NNC(=O)C1CC1c1ccccc1)c1ccccc1F (centres undefined),-3,102,96,-2.1,-5,12,6,1,-2
O=C(CN1CCN(c2ccccc2)CC1)Nc1ccccc1C(F)(F)F,-11,114,112,6.6,3,-10,2,14,-13
C=CCOC(=O)C1=C(C)NC(SC)=C(C#N)C1c1cccs1 (centres undefined),-5,90,80,0.1,-8,26,-9,1,-9

# Sorted by length of the SMILES (smallest number first): part of the list above.
SMILES,DNA FID counter,MEKK3 PB1 HTS,MEKK2 WT-MEK5,CRFBP-R2 agonist,GalR3 antagonist,CRFBP-R2 block,NS3 helicase inh,MEKK2 mut-MEK5,UBC9 SUMO inh
CCc1c(C)nc(SC(C(=O)O)c2ccccc2)c(C#N)c1C (centres undefined),-28,98,119,1.1,-13,0,7,8,-31
O=C(CN1CCN(c2ccccc2)CC1)Nc1ccccc1C(F)(F)F,-11,114,112,6.6,3,-10,2,14,-13
CCCN(CCC)S(=O)(=O)c1ccc(C(=O)Nc2nnc(COC)o2)cc1,-25,71,79,0.4,0,-5,-1,-10,6
